Screening data from PubChem BioAssay.
USP1 inh = inhibitors of human USP1/UAF1 deubiquitinase; recombinant USP1/UAF1, Ub-Rhodamine cleavage fluorescence; Potency, µM (top dose mostly 57.1 µM), inactives show top-dose activity change, negative = inhibition, usual class: inhibitors; 390,000 compounds, 0.23% hits; AID 743255; further: potency means the concentration at half of the fitted maximal effect; on the % scale 0 is the no-effect control and ±100 the full control effect; nearly all actives have a fitted effect of over 60% in size; inactives centre near -12
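USP1/UAF1 complex (1 nM) preincubated 15 min at room temperature with compound, then Ub-Rho substrate (150 nM final) added. Kinetic fluorescence at 480/540 nm over 6 reads at 60 s intervals; 50 mM HEPES pH 7.8, 0.5 mM EDTA, 0.1 mg/ml BSA, 1 mM TCEP, 0.01% Tween-20.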
D2 antag = D2 dopamine receptor (human) antagonism; P14416; HEK293 TREx D2 cells, calcium flux, dopamine EC80; inhibition, % at 10 µM; 340,000 compounds, 2% hits; in the data active means inhibition above about 30%; further: 0% is about no effect
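Overnight-induced (tetracycline, 30 C) HEK293 T-REx cells carrying force-coupled D2 receive a no-wash calcium dye, then compound, then EC80 dopamine at 180 s; signals are read kinetically throughout.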
D2 agonist = agonists of human D2 dopamine receptor. P14416. 340,000 compounds, 0.53% hits. HEK293 T-REx D2 cells, calcium flux agonist mode. AID 485358. activation, % at 2 µM;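 active means activation over 3 SD above normal in the single-dose calcium agonist read, cut at about 30% in these data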; further: 0% is about no effect
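Calcium-flux readout, 1 cycle/sec over 180 s following compound pin transfer, in inducible HEK293 Trex D2 cells (force-coupled); dopamine controls included. Positive calcium responses during this window marked compounds as potential agonists.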
IDH1 R132H inh = human IDH1 R132H inhibition | IDH1-R132H enzyme, NADPH consumption, diaphorase/resazurin fluorescence | Potency, µM (series often up to 76.6 µM), inactives show at the highest dose activity change, negative = inhibition, most hits filed as inhibitors | 390,000 compounds, 0.093% hits; further: potency means the concentration at half of the fitted maximal effect; on the % scale 0 is the no-effect control and ±100 the full control effect; nearly all actives have a fitted effect of over 65% in size
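IDH1-R132H (0.5 ug/mL dispensed) in pH 7.5 Tris buffer was preincubated 30 min with compound, then given a substrate mix of 0.016 mM NADPH and 2 mM alpha-KG for 80 min at room temperature; remaining NADPH was read by diaphorase/resazurin fluorescence.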
TRHR enhancer = allosteric enhancers of human TRH receptor; P34981; 360,000 compounds, 0.66% hits; enhancement, % at 2 µM; TRHR cells, fluo-8 calcium fluorescence, EC20 TRH enhancement; in the data active means enhancement above about 30%; further: 0% is about no effect
Target sequence (P34981 whole entry, looked up): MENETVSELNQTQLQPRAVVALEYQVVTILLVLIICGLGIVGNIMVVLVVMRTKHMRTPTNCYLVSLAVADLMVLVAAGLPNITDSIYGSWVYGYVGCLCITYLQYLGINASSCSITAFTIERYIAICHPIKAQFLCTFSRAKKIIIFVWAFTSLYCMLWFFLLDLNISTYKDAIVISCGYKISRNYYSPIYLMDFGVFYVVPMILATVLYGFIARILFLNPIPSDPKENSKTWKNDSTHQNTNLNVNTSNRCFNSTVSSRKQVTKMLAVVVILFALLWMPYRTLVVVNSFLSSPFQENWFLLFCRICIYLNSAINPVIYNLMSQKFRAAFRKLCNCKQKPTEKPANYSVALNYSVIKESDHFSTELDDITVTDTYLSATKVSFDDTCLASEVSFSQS
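TRHR-expressing cells loaded with fluo-8 calcium dye were read kinetically (ex 480/em 530) during compound addition, then stimulated with an EC20 of TRH (10 nM final). Enhancement of the Gq-mediated intracellular calcium response was scored.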
TrxR1 substrate = is turned over as a substrate by rat TrxR1; O89049; purified TrxR1 substrate turnover, NADPH consumption readout; Potency, µM (titrated, usually from 114 µM), inactives show top-dose activity change, negative = substrate turnover; 390,000 compounds, 0.01% hits; further: potency means the concentration at half of the fitted maximal effect; on the % scale 0 is the no-effect control and ±100 the full control effect; nearly all actives have a fitted effect of over 50% in size
Target sequence (O89049 whole entry, looked up): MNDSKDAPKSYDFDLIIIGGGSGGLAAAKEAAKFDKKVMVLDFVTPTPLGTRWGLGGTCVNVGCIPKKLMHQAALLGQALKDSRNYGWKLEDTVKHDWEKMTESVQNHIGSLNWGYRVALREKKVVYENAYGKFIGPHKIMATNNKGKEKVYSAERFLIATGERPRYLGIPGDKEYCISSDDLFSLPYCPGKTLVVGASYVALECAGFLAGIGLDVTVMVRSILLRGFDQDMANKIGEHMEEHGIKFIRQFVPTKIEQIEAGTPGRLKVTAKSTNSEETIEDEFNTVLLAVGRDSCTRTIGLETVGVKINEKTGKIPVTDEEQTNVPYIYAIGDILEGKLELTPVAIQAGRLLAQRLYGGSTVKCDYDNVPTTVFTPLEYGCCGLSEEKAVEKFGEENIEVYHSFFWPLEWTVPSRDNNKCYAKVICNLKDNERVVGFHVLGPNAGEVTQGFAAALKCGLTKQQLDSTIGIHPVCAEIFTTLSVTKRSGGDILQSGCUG
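Rat TrxR1, dispensed at 90 nM, was prereduced with 400 uM NADPH (final) for 5 min at ~22 deg C, then incubated with compound 15 min before 400 uM selenite. A first-read NADPH fluorescence drop versus no-compound background flagged substrates.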
TRHR ag = agonists of human TRH receptor | 360,000 compounds, 0.18% hits | activation, % at 2 µM | AID 493084 | TRHR cells, calcium flux fluo-8, FDSS agonist mode; in the data active means activation above about 30%; further: 0% is about no effect
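TRHR-expressing cells, plated overnight in medium with 10% serum, were loaded with fluo-8 calcium dye at room temperature. After a 10 s baseline, library compound was pin-added and calcium release was recorded kinetically (ex 480/em 530) as agonist response.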
TrxR1 inh = blocks rat thioredoxin reductase 1. O89049. recombinant rTrxR1, NADPH fluorescence consumption, selenite substrate. Potency, µM (highest dose often 114 µM), inactives show at the top dose activity change, negative = inhibition, hits mostly inhibitors. 390,000 compounds, 1% hits. AID 588453; further: potency means the concentration at half of the fitted maximal effect; on the % scale 0 is the no-effect control and ±100 the full control effect; nearly all actives have a fitted effect of over 65% in size
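Rat TrxR1 (90 nM in the dispensed reagent) was pre-reduced with 400 uM NADPH for 5 min at room temperature, then incubated with compound for 15 min. After 400 uM selenite was added, NADPH fluorescence (Ex 340/Em 450 nm) was followed for 8 min.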
PI4K2A inh = PI4K2A (human) kinase inhibition; Q9BTU6; purified PI4K2A, ADP-Glo luminescence, 1 h; hits give low values; activity change, negative = inhibition, % at 76.9 µM; 420,000 compounds, 0.13% hits; AID 1346378; in the data active means activity change below about -50%;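 further: -100% = wells without enzyme as full effect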
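ADP-Glo luminescence measured ADP generated by PI4K2A enzyme (4 ug/mL before mixing) with 1.2 mM PI substrate (pre-mix) and 300 microM ATP (pre-mix). Tris pH7.5 buffer with MgCl2, Triton X-100; 1 h reaction at ambient temperature.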
* hit, by the source's call; . = no result given; [ ] = dose if it differs, or a comment. Unless noted, the call rests on the fitted dose curve; in most records, active means well fitted inhibition curve with a large enough effect; inconclusive means small, poorly fitted or top-dose-only effect; inactive means no such curve, though single readings can be large or run the other way.

SMILES	USP1 inh	D2 antag	D2 agonist	IDH1 R132H inh	TRHR enhancer	TrxR1 substrate	TRHR ag	TrxR1 inh	PI4K2A inh
CNC(=S)N1CCn2cccc2C1c1cc(OC)c(OC)c(OC)c1 (configuration not stated)	-8%	5	-0.6	1%	1	3%[57.1 µM]	-0.2	28%[57.1 µM]	5
O=C(NCc1ccc2c(c1)OCO2)c1ccc(Cl)c(S(=O)(=O)N2CCOCC2)c1	0%	4	-0.1	3%	-11	-4%	-0.2	7%	4
CCn1c(O)c(C=C2N=c3ccccc3=N2)sc1=S	-19%	7	0.2	1%	2	-5%[57.1 µM]	0.3	23%[57.1 µM]	-4
COCCOC(=O)C1=C(C)N=C2SCCC(=O)N2C1c1cccs1 (configuration not stated)	-2%	0	-0.6	0%	-4	-2%[57.1 µM]	-0.3	2%[57.1 µM]	2
O=C(C1COc2ccccc2O1)N1CCN(S(=O)(=O)c2ccccc2)CC1 (configuration not stated)	-7%	-1	-1.6	-4%	-7	0%	0.2	12%	1
CCc1ccccc1NC(=O)c1cc2ncc(Br)cn2n1	-7%	9	-0.3	-1%	0	14%	-0.6	22%	2
Cc1nn(-c2cccc(C(F)(F)F)c2)c(=O)c2noc(C)c12	-13%	-7	0.2	6%	-1	10%[57.1 µM]	-0.7	21%[57.1 µM]	0
CCS(=O)(=O)c1ccc2oc(Nc3cc(C)cc(C)c3)nc2c1	-21%	-8	0.4	2%	-4	6%	1.2	19%	-2
C[C@H](CO)N1C[C@H](C)[C@H](CN(C)Cc2ccncc2)Oc2ccc(NC(=O)Nc3ccc(C(F)(F)F)cc3)cc2CC1=O	-37%	.	.	-8%	.	-3%[57.1 µM]	.	-2%[57.1 µM]	1
CCOC(=O)C1CCN(C(=O)CCC(=O)NCCc2ccc(Cl)cc2)CC1	-18%	3	-0.3	1%	1	5%[57.1 µM]	0.1	7%[57.1 µM]	0
CCOc1ccc(N2CC(C(=O)Nc3cc(OCC)c(N4CCOCC4)cc3OCC)CC2=O)cc1 (configuration not stated)	-12%	2	-0.2	2%	4	-11%	-0.8	-12%	-4
CCCCCCc1cc2cc(S(=O)(=O)c3ccc(F)cc3)c(=O)oc2cc1O	-5%	16	23	2%	7	24%	17	-18%	-3
O=C(Cc1cccc(NC(=O)C2CCN(C(=O)C3CCC3)CC2)c1)Nc1cccc(C(=O)N2CCOCC2)c1	-14%	.	.	-7%[38.3 µM]	.	0%	.	19%	3
COc1cc(CN=Cc2c(O)n(Cc3ccccc3)c(=S)[nH]c2=O)cc(OC)c1	-18%	17	0.4	2%	3	-22%[57.1 µM]	0.9	17%[57.1 µM]	8
CC(OC(=O)c1ccc(NS(=O)(=O)c2cccs2)cc1)C(=O)N(C)C1CCCCC1 (configuration not stated)	-17%	19	-1.3	-7%	0	3%[57.1 µM]	0.0	4%[57.1 µM]	1
COc1cccc(OC)c1C(=O)Nc1sc2c(c1C#N)CCC2	-20%	4	-0.4	11%	2	10%[57.1 µM]	-0.6	3%[57.1 µM]	-5
CCCOc1cccc(C(=O)N2CCCCC2CCN2CCCCC2)c1 (configuration not stated)	-17%	.	.	7%	0	3%	-1.2	10%	1
O=C(NCCCNCc1ccccc1)c1ccncc1	-12%	0	-0.8	-3%	-12	11%[57.1 µM]	0.4	18%[57.1 µM]	-3
CC(C)C1(C)C(=O)N=C2c3ccccc3C(=O)N21 (configuration not stated)	-10%	2	-1.4	-4%	-2	1%	0.1	10%	3
CCOC(=O)c1sc2ncn(/N=C/N(C)C)c(=O)c2c1C	-3%	4	0.3	9%	0	13%	0.8	15%	-1

Quoted from the results shown, 3 compounds:
SMILES	USP1 inh	D2 antag	D2 agonist	IDH1 R132H inh	TRHR enhancer	TrxR1 substrate	TRHR ag	TrxR1 inh	PI4K2A inh
O=C(NCCCNCc1ccccc1)c1ccncc1	-12%	0	-0.8	-3%	-12	11%[57.1 µM]	0.4	18%[57.1 µM]	-3
CC(C)C1(C)C(=O)N=C2c3ccccc3C(=O)N21 (configuration not stated)	-10%	2	-1.4	-4%	-2	1%	0.1	10%	3
CCOC(=O)c1sc2ncn(/N=C/N(C)C)c(=O)c2c1C	-3%	4	0.3	9%	0	13%	0.8	15%	-1

Following part
SMILES	USP1 inh	D2 antag	D2 agonist	IDH1 R132H inh	TRHR enhancer	TrxR1 substrate	TRHR ag	TrxR1 inh	PI4K2A inh
O=C(Nc1cc(C(F)(F)F)ccc1-n1cncn1)c1ccc(Br)cc1	-10%	-3	-0.1	9%	2	5%	0.5	27%	-1
O=C(O)CCCn1cc(NC(=O)COc2cccc(Cl)c2)cn1	-14%	-7	-1.4	9%	1	5%	0.4	22%	-14
Cc1cc2nc(/N=C(\N)NC(=O)C(C)C)nc(C)c2cc1C	-17%	.	.	6%	-6	8%	-0.5	-2%[57.1 µM]	3
CC(=O)Nc1ccc(S(=O)(=O)Nc2ccc(Cc3ccncc3)cc2)cc1	-10%	-16	0.7	2%	-5	0%	-0.3	16%	-1
O=C(CCNS(=O)(=O)c1ccccc1)OCc1nc2ccsc2c(=O)[nH]1	-25%	-11	0.1	6%	-5	-3%	0.1	0%	0
O=C(Nc1ccc(Cl)cc1)C1CC=CCC1C(=O)OCC(F)(F)C(F)F (configuration not stated)	-16%	-6	0.3	1%	-2	-2%	0.6	-20%	2
CC1CC(=O)N(Cc2ccccc2)c2ccccc2N1C=O (configuration not stated)	-15%	4	-0.4	-1%	1	-2%	-0.3	13%	1
Cc1cc2n(n1)CCC(=O)N2Cc1ccc(C(=O)Nc2cccc(C(F)(F)F)c2)cc1	-18%	.	0.3	11%	-2	5%	-0.1	21%	3
CCOc1ccc(CCNC(=O)c2nnc(Cc3cc(OC)c(OC)c(OC)c3)o2)cc1OCC	-10%	.	-0.7	-7%	-3	-8%	-1.1	-4%	-2
Cc1ccc(S(=O)(=O)N(C)CC(=O)Nc2cc(C)ccn2)cc1	-7%	-5	-0.1	-8%	17	-2%[57.1 µM]	0.3	0%[57.1 µM]	-4
COc1ccc(C(=O)N/C(N)=N/c2nc3ccccc3o2)cc1	0%	-8	-0.9	0%	1	15%	1.1	19%	-1
CCCOc1ccc(N2C(=O)CC(N(CCc3ccccc3)C(=O)c3ccccc3)C2=O)cc1 (configuration not stated)	-27%	4	-0.7	-2%	5	-3%	-0.4	-10%	-12
Cc1ccc(NNC(=O)c2cccs2)cc1Cl	-11%	-5	-0.3	1%	-4	-5%	-0.4	-4%	2
O=C(NC1CCCCCCC1)NC1CCCCC1	-6%	-21	-0.8	-1%	-10	3%	1.3	7%	-2
COc1ccc2nc(Cl)c(/C=N/Nc3ccccn3)cc2c1	0%	7	0.2	2%	-4	6%[57.1 µM]	1.2	27%[57.1 µM]	4
N#C/C(=C\c1cccc(OCC(=O)O)c1)c1nc2ccccc2[nH]1	-20%	8	-0.1	9%	-6	-6%	0.6	-5%	6
COC(=O)c1sc(N2C(=O)c3oc4ccc(C)cc4c(=O)c3C2c2ccc(OC)cc2)nc1C (configuration not stated)	-2%	.	1.6	9%	6	2%	0.8	13%	-4
COc1ccc(CNC(=O)C(C)OC(=O)CN2C(=O)COc3ccccc32)cc1 (configuration not stated)	-18%	13	7.5	-10%	21	8%[0.0914 µM]	0.0	12%[57.1 µM]	1
Cc1oc2c(c1C(=O)Nc1ccccc1Br)C1=NCCN1C=N2	-13%	.	-0.1	15%	-3	6%[57.1 µM]	-0.5	29%[57.1 µM]	-4
Cc1ccc2c(c1)c(N=NC(N)=O)c(O)n2C	-12%	-12	-0.2	8%	1	0%[57.1 µM]	-0.5	6%[57.1 µM]	-5

Arranged by the number under TrxR1 substrate (largest number first): 3 from the list above.
compound | TrxR1 substrate
CC(=O)Nc1ccc(S(=O)(=O)Nc2ccc(Cc3ccncc3)cc2)cc1 | 0%
O=C(CCNS(=O)(=O)c1ccccc1)OCc1nc2ccsc2c(=O)[nH]1 | -3%
N#C/C(=C\c1cccc(OCC(=O)O)c1)c1nc2ccccc2[nH]1 | -6%

The list goes on:
SMILES	USP1 inh	D2 antag	D2 agonist	IDH1 R132H inh	TRHR enhancer	TrxR1 substrate	TRHR ag	TrxR1 inh	PI4K2A inh
CCCCc1ccc(NC(=O)COCC)cc1	-9%	11	1.2	8%	0	9%	-0.8	13%	-2
O=C(COc1ccccc1)N(Cc1cccs1)C1CCS(=O)(=O)C1 (configuration not stated)	-9%	3	0.7	0%	11	8%	0.5	40%[activator]	0
O=C(N=Nc1c(O)[nH]c2ccccc12)c1cc(-c2ccc(F)cc2)n[nH]1	-20%	5	0.3	4%	6	-3%	0.2	-1%	-1
CCCCCCC#Cc1ccc2c(c1)COc1c3ccccc3nn1-2	-22%	-27	-0.7	5%	-13	6%	0.2	31%	2
O=C(O)c1c(N2CCCCC2)ccc([N+](=O)[O-])c1N1CCCCC1	-11%	2	-0.3	-4%	5	-5%	-0.3	22%	4
Cc1ccc(S(=O)(=O)N[C@@H](Cc2ccccc2)C(=O)N2CCC[C@@H]2C(=O)O)cc1	-21%	-1	0.0	3%	5	-18%[57.1 µM]	0.8	19%[57.1 µM]	3
CCOC(=O)Nc1c2ccccc2nc2ccccc12	-17%	-13	0.4	-17%	-2	41%[activator][57.1 µM]	1.7	46%	1
COc1ccccc1NS(=O)(=O)c1ccc(/C=C/C(=O)N2CCN(C(C)=O)CC2)cc1	-3%	-33	-0.1	-2%	2	-5%	0.5	-13%	0
COc1ccc(NC(=O)N2CCN(c3ccc([N+](=O)[O-])cc3)CC2)cc1	-11%	5	0.1	0%	-10	-2%[57.1 µM]	0.3	4%[57.1 µM]	1
O=C(NCC1CCCO1)c1cccc(NC(=O)c2ccco2)c1 (configuration not stated)	2%	-7	-0.2	3%	8	10%[57.1 µM]	0.2	9%[57.1 µM]	-6
CCn1nc(C)c(/C=N/NC(=O)CSc2ccccn2)c1C	-7%	3	0.1	7%	-2	-14%[57.1 µM]	0.3	29%[57.1 µM]	1
O=C(Cc1ccc(-n2cccc2)cc1)N1CCN(c2ccccc2F)CC1	-15%	-9	0.2	3%	-2	-3%	0.3	-10%	3
